MgcRacGAP inhibition: MgcRacGAP GTPase-activating activity inhibitors, confirmation, biochemical, ADP Hunter fluorescence; MgcRacGAP-stimulated Rac1 GTP hydrolysis, ADP Hunter fluorescence; higher % means a stronger effect; GST-tagged Rac1 F28L mutant substrate; inhibition, % at 30 µM; hits with a dose series show IC50 in µM; actives 0.6% (n = 340,000); AID 624330;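 active = first-screen hits whose inhibition reached a set limit at any dose in the follow-up dose series; inconclusive = inhibition above the set first-screen limit but never retested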;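 note: fluorescence reports GDP produced by GAP-driven GTP hydrolysis; strong numbers were not always called active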
WT yeast gro inh: growth inhibition of WT yeast, mitochondrial fusion screen | mitochondrial fusion phenotypic screen, WT strain | inhibition, % at 10 µM | actives 2.1% (n = 190,000) | AID 1362; in the data active = inhibition above about 58%; tested in S. cerevisiae
bCat nuc transl: modulators of beta-catenin nuclear translocation; HeLa beta-catenin nuclear translocation, immunofluorescence imaging; nuclear translocation activity, % at 5 µM; actives 0.3% (n = 190,000);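 active = nuclear translocation activity above 50% at 5 µM, with a well cell count of 50 or more; inconclusive = wells under 50 cells across six images, flagged as toxic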;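 note: per-cell ratio of nuclear to cytoplasmic median beta-catenin stain intensity; plate controls were DMSO negative control for no effect and GSK-3 inhibitor IX positive control for full effect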
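Test system: human HeLa cells, endogenous beta-catenin. Times: 24 h compound exposure, 37°C. Measured by: beta-catenin immunofluorescence imaging with DAPI.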
SV40 large T antigen: SV40 large T antigen inhibitors, biochemical (AID 1903); SV40 large T antigen ATPase/helicase inhibition assay; higher % means a stronger effect; actives 0.39% (n = 310,000); one-dose inhibition, % at 20 µM; IC50 in µM for titrated hits; in the data active = a potency from the dose series; inconclusive = inhibition mostly from about 32% at the one dose, without a potency; inactive = the rest, 99 in 100 with inhibition below about 32%; note: strong numbers were not always called active
RSV CPE inhibition: inhibition of RSV-induced cytopathic effect – HEp-2 cells, primary 10 µM value included (AID 2391); actives 0.13% (n = 310,000); CPE inhibition, % at 10 µM; hits with a dose series show IC50 in µM; HEp-2 cells, RSV-induced CPE inhibition; higher % means a stronger effect; in the data active = a potency from the dose series; inconclusive = CPE inhibition mostly from about 23% at the one dose, without a potency; inactive = the rest, 99 in 100 with CPE inhibition below about 21%; note: strong numbers were not always called active
T cell HTS: T cell immune modulators affecting CD8 T cell-vesicle binding. 2C CD8+ T cell-vesicle binding, flow cytometry; active compounds read low. calls only at 7 µM. actives 0.068% (n = 330,000);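 active = response, share of CD8 T cells binding vesicles, and their 90th percentile fluorescence all below set limits, cut at about 80% in these data, passing the limit was not always enough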
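Also added: QL9-peptide-loaded Drosophila micro-vesicles bearing Ld, ICAM-1 and B7-1; Test system: purified 2C TCR transgenic mouse naive CD8+ T cells; Measured by: cytometric PE anti-B7-1 and Alexa647 anti-CD8 signals after 1% paraformaldehyde fixation; Timing: binding step 1.5 h, 37 °C, antibody labelling 20 min, ice.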
PhoP inhibition: PhoP-dependent GFP reporter repression – Salmonella Typhimurium, primary screen (AID 1863). S. Typhimurium PhoP-regulated promoter GFP reporter, 4 h; higher % means a stronger effect. inhibition, % at 50 µM, or IC50 in µM where a hit was titrated. actives 0.16% (n = 300,000);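 active = inhibition over 29.93%, a cutoff 3 SD above the screen mean, later confirmed by dose response; inconclusive = inhibition over 29.93% but no dose response follow-up; inactive = inhibition at most 29.93% or unconfirmed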;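 note: 0% = low Mg2+ inducing control and 100% = high Mg2+ repressing control; strong numbers were not always called active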
West Nile antiviral: inhibition of WNV-induced cytopathic effect – cell-based, CPE readout (AID 1621). West Nile virus-infected cells, CPE inhibition; higher % means a stronger effect. CPE inhibition, % at 10 µM; hits with a dose series show IC50 in µM. actives 0.02% (n = 290,000); in the data active = a potency from the dose series; inconclusive = CPE inhibition mostly from about 3.7% at the one dose, without a potency; inactive = the rest, 99 in 100 with CPE inhibition below about 2.2%; note: strong numbers were not always called active
Myeloid diff 2: compounds promoting myeloid differentiation. ER-HoxA9 myeloid progenitors, lysozyme-GFP differentiation, flow cytometry. calls only at 10 µM. actives 1% (n = 360,000);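 active = normalized GFP-positive differentiation at or above the plate's own cutoff, the solvent-only control mean plus 3 SD; inconclusive = no clear call, values can overlap the other calls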;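 note: cells exposed to compound for four days before flow analysis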
WT yeast gro inh mutant strain: recorded beside WT yeast gro inh, whose call it bears; inhibition, %; mitochondrial fusion phenotypic screen, mutant strain inhibition
bCat nuc transl cell count 5 µM: also measured in bCat nuc transl; calls as there; cell count; measured here: cell count, cytotoxicity flag
T cell HTS vesicle-bound %: also measured in T cell HTS; calls as there; double positive events, %; measured here: CD8+ vesicle-bound cell fraction;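 binding gate set so that unloaded-vesicle control wells show 10% double positive cells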
Myeloid diff 2 GFP+ MAC1+ %: further read-out of Myeloid diff 2, marked with its call; GFP+ MAC1+ double positive, %; measured here: differentiation confirmed by MAC1 staining
Numbers without * were called inactive; i = inactive; ? = inconclusive; . = no result given; + = active, no number.

The line under a structure holds: MgcRacGAP inhibition	WT yeast gro inh	WT yeast gro inh mutant strain	bCat nuc transl	bCat nuc transl cell count 5 µM	SV40 large T antigen	RSV CPE inhibition	T cell HTS	T cell HTS vesicle-bound %	PhoP inhibition	West Nile antiviral	Myeloid diff 2	Myeloid diff 2 GFP+ MAC1+ %
1. O=C1CC(N2CCN(c3ccccc3)CC2)C(=O)N1c1ccc2c(c1)OCO2 (stereo unspecified)
→ 6%	-1	3	-4.6	1130	8%	-1.7%	i	25	1%	1.5%	i	0.2
2. NS(=O)(=O)c1ccc(CNC(=O)NC23CC4CC(CC(C4)C2)C3)cc1
→ 6%	-22	-9	-0.9	1051	10%	-0.3%	i	41	-4%	0.4%	i	0.7
3. Nc1ccc2nc(CCCO)[nH]c2c1
→ 30%	.	.	-0.2	1314	21µM*	-0.4%	i	12	-3%	0.3%	i	1.0
4. COc1ccc(OC)c(NC(=O)COC(=O)CNC(=O)c2ccc(OC)c(OC)c2)c1
→ 10%	3	-61	-5.6	1267	6%	0.4%	i	31	2%	0.0%	i	0.9
5. Cc1sc2nc(CN3CCN(S(=O)(=O)c4cccc5nonc45)CC3)[nH]c(=O)c2c1C
→ 2%	19	15	-1.7	1069	24%	1.7%	i	18	-3%	0.0%	i	0.5
6. Cc1cc(OCc2cc(C(=O)N(C)C3CCOCC3)no2)cc(C)c1Cl
→ 5%	.	.	.	.	7%	8.6%	i	41	-2%	-1.2%	i	0.0
7. CCOc1ccc2[nH]c(=O)c(CN(Cc3ccccc3OC)C(=O)c3ccccc3)cc2c1
→ 8%	-2	-11	-2.0	1206	4%	1.9%	i	13	1%	3.3%	?	.
8. Cc1onc2c(=O)n(-c3ccccc3)nc(-c3ccccc3)c12
→ 2%	.	.	-0.8	1324	9%	2.8%	i	53	-8%	-0.5%	i	0.6
9. CCOc1ccc(C(=O)CC(C(=O)O)N2CCCCC2)cc1 (stereo unspecified)
→ 12%	.	.	.	.	.	1.9%	i	49	.	.	i	1.1
10. CCOc1ccc(S(=O)(=O)NCCOC)cc1C
→ -3%	-11	-4	-6.2	1102	-2%	3.4%	.	.	3%	-0.5%	i	5.6
11. CC(C)C(NC(=S)Nc1ccccc1)C(=O)O (stereo unspecified)
→ 2%	6	-27	2.3	500	-13%	1.3%	i	3	-3%	-0.2%	i	0.5
12. C/C=C/c1ccc(OCCCCn2cncn2)c(OC)c1
→ 19%	22	25	.	.	1%	1.2%	i	66	3%	-1.1%	i	0.6
13. Cc1c(C(=O)NCCN2C(=O)S/C(=C\c3cccnc3)C2=O)cccc1[N+](=O)[O-]
→ 11%	.	.	-0.6	1252	11%	1.7%	+	2.4*	-6%	-0.3%	i	0.1
14. CCOC(=O)N1CCN(C(=O)c2ccccc2NS(=O)(=O)c2ccc(C)cc2)CC1
→ 9%	.	.	.	.	4%	1.1%	i	44	-8%	0.1%	i	0.3
15. O=C(O)CCC(=O)N1CCc2cc(S(=O)(=O)N3CC=C(c4ccccc4)CC3)ccc21
→ 12%	0	1	.	.	13%	2.0%	i	30	5%	0.5%	i	1.1
16. Cc1csc(SCC(=O)NC23CC4CC(CC(C4)C2)C3)n1
→ 12%	3	11	.	.	9%	-1.6%	i	34	-7%	-0.3%	i	0.5
17. Cc1ccc(S(=O)(=O)N2CCN(S(=O)(=O)c3ccc(C)cc3)C2)cc1
→ 2%	-13	-35	-15	1124	4%	0.2%	i	12	-2%	-0.3%	i	0.9
18. COc1ccc(-c2[nH]c3ccccc3c2SCCNC(=O)c2cc3ccccc3oc2=O)cc1
→ 8%	12	-11	2.3	548	7%	3.8%	i	27	-4%	-0.1%	i	4.5
19. CCOc1ccc(CNC(=O)CCC(=O)N2Cc3ccccc3Oc3ncccc32)cc1
→ 9%	.	.	.	.	2%	1.5%	i	46	-3%	-0.2%	i	0.0
20. O=C(OCc1cn(-c2ccc(Cl)c(Cl)c2)nn1)c1ccccc1
→ 6%	-1	-8	-2.2	1395	17%	1.4%	i	40	-2%	0.1%	i	0.9
21. COc1ccc(S(=O)(=O)NC(CC(=O)NCc2ccc3c(c2)OCO3)c2ccco2)cc1 (stereo unspecified)
→ 15%	9	-15	0.8	1408	.	-0.9%	i	58	2%	0.0%	i	0.6
22. O=C(Cn1[nH]c(=O)c2ccccc2c1=O)OCC(=O)c1ccccc1Cl
→ 4%	.	.	.	.	15%	-0.8%	i	36	0%	.	i	0.7
23. COc1ccc(-c2oc3c(OC)c(OC)c(OC)c(O)c3c(=O)c2OC)cc1OC
→ 7%	-2	-6	-2.1	1119	6%	2.0%	i	36	-5%	-0.5%	i	1.1
24. Cc1ccc(C(=O)NC2CC(C)(C)NC(C)(C)C2)c(C)c1
→ 2%	-16	1	-2.5	1022	20%	0.3%	i	39	2%	1.0%	.	.
25. Cc1cc(C(=O)O)ccc1-n1c(C)cc(C=C2C(=O)c3ccccc3C2=O)c1C
→ 16%	0	-2	0.3	1179	17%	2.9%	i	57	-7%	0.0%	.	.
26. CCCc1nnc(NC(=O)CCC(=O)Nc2ccc(Br)cc2)s1
→ 4%	.	.	.	.	15%	-0.2%	i	23	-2%	-0.5%	?	.
27. Nc1nc(Cl)c(C=O)c(N2CCCCC2)n1
→ 4%	4	-8	-2.2	1143	5%	0.4%	i	3	4%	-0.3%	i	0.5
28. CC(C)N1CCN(Cc2cn[nH]c2C2CCCCC2)CC1CCO (stereo unspecified)
→ 10%	-3	-2	-1.7	1009	8%	5.9%	i	43	-6%	0.5%	i	0.1
29. O=C(N/N=C/c1c(O)n(-c2ccccc2Cl)c(=O)c2ccccc12)C1COc2ccccc2O1 (stereo unspecified)
→ 22%	4	7	-1.0	1096	17%	13%	i	22	11%	-1.2%	i	0.1
30. Cc1cc2ncn(C(=O)N3CCCCC3)c2cc1C
→ 3%	1	11	-3.9	1000	3%	-0.2%	i	18	-3%	-0.3%	i	4.3
31. COc1ccc(NC(=O)N(Cc2ccc(C)cc2)Cc2cccnc2)c(OC)c1
→ 2%	-1	3	.	.	1%	1.6%	i	34	-2%	0.0%	i	3.6
32. CC(=O)Nc1nc(-c2ccc3c(c2)CCN3C(=O)C2CC2)c(C)s1
→ 0%	.	.	.	.	2%	2.5%	i	53	8%	-0.9%	i	5.6
33. CC(=O)Nc1cccc(OCCCNS(=O)(=O)c2ccc(C#N)cc2)c1
→ 5%	.	.	.	.	-6%	-0.4%	i	0	6%	-0.5%	.	.
34. CCOC(=O)c1cnc(-n2nc(C)cc2C)nc1Nc1ccc(O)cc1
→ 14%	.	.	-1.7	1079	11%	1.6%	i	23	5%	0.4%	i	0.0
35. Cc1sc2nc(C3CC3)nc(N3CCN(C(=O)c4ccc(F)cc4)CC3)c2c1C
→ 8%	.	.	.	.	4%	?	i	30	11%	-0.1%	i	3.7
36. CCCCNCC#CCOc1cc(C)ccc1C(C)C
→ 196µM*	74*	61*	0.1	1441	3%	-1.9%	i	26	3%	-0.8%	i	0.2
37. O=P(COCCOCCOCCOCP(=O)(c1ccccc1)c1ccccc1)(c1ccccc1)c1ccccc1
→ 9%	13	6	0.4	1059	5%	3.0%	i	10	-8%	-0.2%	i	0.1
38. CN(CC(=O)Nc1cccc(F)c1)C(=O)CN1C(=O)C2CCCCC2C1=O (stereo unspecified)
→ 4%	.	.	.	.	.	1.2%	i	45	.	.	i	0.4
39. O=C(CSC1=NCCS1)Nc1cccc(F)c1
→ -2%	-3	-10	0.1	1496	3%	1.8%	i	35	11%	-0.8%	i	0.1
40. Cc1ccc(CNC(=O)COc2ccc(S(=O)(=O)N3CCOCC3)cc2)cc1
→ 12%	.	.	.	.	10%	-0.5%	i	56	8%	.	i	0.8
41. CC(C)On1c(SCC(=O)N(C)C)nc2ccccc2c1=O
→ .	.	.	-0.4	1204	7%	.	i	46	-8%	0.0%	.	.
42. Cc1noc(NS(=O)(=O)c2ccc(NC(=O)C(CC(C)C)N3C(=O)c4ccccc4C3=O)cc2)c1C (stereo unspecified)
→ 10%	.	.	0.5	1285	17%	0.4%	i	40	-3%	0.0%	i	0.8
43. COc1ccc2c(c1)c(CC(=O)NCc1cc([N+](=O)[O-])ccc1O)c(C)n2C(=O)c1ccc(Cl)cc1
→ 1%	.	.	.	.	8%	16%	i	4	1%	1.2%	i	3.6
44. CCc1nnc(NC(=O)c2ccc(OC)cc2OC)s1
→ 12%	-4	-6	-0.3	1028	-3%	2.5%	i	18	-1%	-0.3%	i	1.3
45. COc1cc(C=O)ccc1OCCOCCOc1c(C)cc(Cl)cc1Cl
→ 2%	-7	-5	-3.7	1215	-4%	3.9%	i	25	4%	0.2%	i	0.6
46. Cc1ccccc1N(C(=O)Cc1ccsc1)C(C(=O)NC1CCCCC1)c1ccc(F)cc1 (stereo unspecified)
→ 2%	5	15	-5.6	975	-1%	-0.8%	i	42	-18%	0.2%	i	0.5
47. COC(=O)c1ccccc1NC(=O)CSc1nc(NC(=O)c2ccccc2)c2c(C)c(C)oc2n1
→ 1%	-2	0	-1.3	1256	-2%	1.1%	.	.	19%	0.0%	i	1.4
48. CCc1ccccc1NC(=O)CN1CCN(C(=O)C2CCN(C(=O)/C=C/c3ccccc3)CC2)CC1
→ 3%	.	.	.	.	.	0.5%	i	44	.	.	i	0.7
49. COc1ccc(/C=N/N=C2/NC(=O)C(c3ccccc3)(c3ccccc3)S2)cc1
→ 13%	11	7	1.7	914	2%	-0.8%	i	29	-1%	-0.7%	i	1.1
50. COc1ccc(C(F)(F)F)cc1N/C=C\c1nnnn1-c1ccccc1
→ 4%	39	7	.	.	6%	8.7%	i	30	-5%	0.7%	i	0.7
51. C=C1CCN([C@@H](CC(C)C)C(=O)O)S(=O)(=O)c2ccccc21
→ 10%	.	.	.	.	3%	0.8%	i	31	.	0.1%	i	1.6
52. Cc1cccc(C2c3[nH]c4ccccc4c3CCN2C(=O)c2cc(-c3cccn3C)n[nH]2)n1 (stereo unspecified)
→ 2%	48	27	-0.9	1078	2%	?	i	40	-4%	-0.5%	i	0.8

Bioassay records deposited in PubChem BioAssay by several laboratories.
